Screening results (PubChem BioAssay)
Yfh1-off respiration: enhancers of respiration in Yfh1-depleted yeast, dose response, Friedreich's ataxia, plus single-dose screen (AID 1465); S. cerevisiae Yfh1-off respiration, WST-1 reduction, 72 h; higher fold induction means a stronger effect; fold induction at 50 µM, or EC50 in µM where a hit was titrated; hit rate 0.074% among 220,000;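 active means fold induction of absorbance versus untreated yeast above a set limit, then at least 30% activation at any dose in follow-up; inconclusive means repeats straddling the limit, or above it without dose testing; inactive means fold induction below the set limit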;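 further: activators that raise dye reduction in frataxin-depleted yeast; strong numbers were not always called active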
RSV antiviral HEp-2: RSV antiviral activity via CPE protection, HEp-2 cells, primary 10 µM value included (AID 2391); HEp-2 cells, RSV-induced CPE inhibition; higher % means a stronger effect; CPE inhibition, % at 10 µM; hits with a dose series show IC50 in µM; hit rate 0.13% among 310,000; in the data active means a potency from the dose series; inconclusive means CPE inhibition mostly from about 23% at the one dose, without a potency; inactive means the rest, 99 in 100 with CPE inhibition below about 21%; further: strong numbers were not always called active
Dengue-2 NS5 capping: Dengue-2 NS5 methyltransferase inhibitors, primary screen, biochemical, confirmation dose response (AID 588689). inhibition, % at 25 µM, or IC50 in µM where a hit was titrated. Dengue-2 NS5 methyltransferase capping enzyme assay, biochemical; higher % means a stronger effect. Genome polyprotein (Dengue virus type 2 (strain 16681-PDK53)). hit rate 0.3% among 340,000; in the data active means a potency from the dose series; inconclusive means inhibition above about 29% without an active follow-up result
West Nile virus CPE: West Nile virus antiviral activity, cell-based, CPE readout (AID 1621) | CPE inhibition, % at 10 µM, or IC50 in µM where a hit was titrated | hit rate 0.02% among 290,000 | West Nile virus-infected cells, CPE inhibition; higher % means a stronger effect; in the data active means a potency from the dose series; inconclusive means CPE inhibition mostly from about 3.7% at the one dose, without a potency; inactive means the rest, 99 in 100 with CPE inhibition below about 2.2%; further: strong numbers were not always called active
ER stress rescue: rescue of cells from ER stress-induced death, primary screen, 384-well, CSM14.1, thapsigargin, ATP luminescence (AID 1222); CSM14.1 thapsigargin-induced death rescue, ATP luminescence; higher % means a stronger effect; cellular ATP content (survival), % at 20 µM; hits with a dose series show EC50 in µM; 190,000 tested, under 10 active;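 active means EC50 below 50 µM in the dose-response confirmation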;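 further: death triggered by thapsigargin at about 15 µM added after 2 h compound pretreatment; cell ATP read after overnight thapsigargin exposure of roughly 18 to 22 hours; normalized against plate controls of thapsigargin alone and 5% DMSO vehicle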
SV40 large T antigen: SV40 large T antigen inhibitors, biochemical (AID 1903); inhibition, % at 20 µM; hits with a dose series show IC50 in µM; SV40 large T antigen ATPase/helicase inhibition assay; higher % means a stronger effect; hit rate 0.39% among 310,000; in the data active means a potency from the dose series; inconclusive means inhibition mostly from about 32% at the one dose, without a potency; inactive means the rest, 99 in 100 with inhibition below about 32%; further: strong numbers were not always called active
WT yeast gro inh: growth inhibition of WT strain, primary screen, mitochondrial fusion inhibitor project, WT and mutant strains, chemical genetic | hit rate 2.1% among 190,000 | inhibition, % at 10 µM | mitochondrial fusion phenotypic screen | AID 1362, 2008; in the data active means inhibition above about 58%; tested in S. cerevisiae
K1F lysis inhibition: inhibition of K1F phage lysis, E. coli UTI89, bacterial capsule biogenesis inhibitors, alamar blue (AID 488966); E. coli UTI89 K1F phage lysis, alamar blue, 2 h; higher % means a stronger effect; hit rate 0.02% among 340,000; inhibition, % at 100 µM; hits with a dose series show IC50 in µM;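 active means phage lysis inhibition, versus mean bacterial control, above a set limit; inconclusive means no clear call, values can overlap the other calls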;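 further: capsule biogenesis inhibitors block K1F phage lysis so surviving cells raise fluorescence; higher fluorescence means more inhibition of phage lysis; actives were called in the ten point dose series up to 300 µM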
XIAP displacement: XIAP antagonists, biochemical, IAP family, fluorescence polarization (AID 1018) | E3 ubiquitin-protein ligase XIAP (Homo sapiens) | XIAP BIR domain, fluorescence polarization peptide displacement; higher % means a stronger effect | displacement, % at 20 µM, or IC50 in µM where a hit was titrated | hit rate 0.007% among 200,000; in the data active means displacement above about 50%; further: a part of the inactive calls stands beside numbers as strong as those of hits
WT yeast gro inh mutant strain: further read-out of WT yeast gro inh, marked with its call; inhibition, %; mitochondrial fusion phenotypic screen, mutant strain inhibition
The depositor's hits bear a star; i = inactive; ? = inconclusive; . = not tested or not shown; [ ] = dose if it differs, or a comment.

SMILES	Yfh1-off respiration	RSV antiviral HEp-2	Dengue-2 NS5 capping	West Nile virus CPE	ER stress rescue	SV40 large T antigen	WT yeast gro inh	WT yeast gro inh mutant strain	K1F lysis inhibition	XIAP displacement
CCn1cc(C(=O)N2CCN(Cc3ccc4c(c3)OCO4)CC2)c(=O)c2ccc(C)nc21	i	1.7%	3.9%	-0.3%	5.1%	22.2%	2.5	10.6	-0.5%	-5.8%
COc1ccc(CC(NC(C)=O)C(=O)NC2CCN(S(=O)(=O)c3cccc4ccccc34)CC2)cc1OC (stereo unspecified)	i	2.4%	-4.5%	0.1%	3.7%	4.6%	-6.5	-3.7	0.2%	-6.0%
CCOc1ccc(N(CC(=O)N2CCN(C(=O)CN(c3ccc(OCC)cc3)S(C)(=O)=O)CC2)S(C)(=O)=O)cc1	.	1.8%	-1.8%	-0.7%	.	14.5%	.	.	0.1%	.
COc1ccc(OC)c(N/C(C)=C/C(=O)c2ccc(C)o2)c1	i	1.7%	-2.0%	0.0%	.	5.6%	2.1	-12.9	0.2%	-3.8%
O/N=C/c1cccc[n+]1CCCCCC[n+]1ccccc1/C=N/O	.	-0.3%	.	0.1%	.	4.3%	.	.	1.6%	.
Cc1cc2ccccc2cc(C)c1=O	i	3.3%	4.0%	-0.2%	-1.1%	2.5%	19.7	14.3	0.4%	-1.0%
Cc1ccc(NC2=Nc3ccccc3N3C2=Nc2c(c(C)nn2-c2ccccc2)C3c2ccc(O)c(O)c2)cc1 (stereo unspecified)	.	.	19.2%	.	-5.6%	3.6%	-0.1	4.7	-0.8%	-3.4%
COc1ccc(N2CCN(C(=S)Nc3ccccc3)CC2)cc1	.	-0.3%	.	-0.2%	.	17.3%	.	.	-0.7%	.
CCCCC(CC)C(=O)Nc1ccc(S(=O)(=O)N2CCCC2)cc1 (stereo unspecified)	.	5.1%	-5.8%	-1.1%	.	9.8%	.	.	-0.2%	.
COc1ccc(NC(=O)N(Cc2cccs2)Cc2cc3cc4c(cc3[nH]c2=O)OCO4)cc1	i	1.7%	.	-0.5%	1.5%	17.6%	18.5	-1.5	.	0.2%
Cc1cc(C)cc(N(CC(=O)NC(C)(C)C)C(=O)CCC(=O)Nc2ccccn2)c1	.	1.0%	-0.8%	-1.1%	.	10.0%	.	.	1.2%	.
Cc1ccc(-n2nnnc2-c2cnc(-c3cccnc3)nc2C(F)(F)F)cc1	i	0.6%	-0.8%	0.1%	-0.7%	5.9%	18.2	-3.9	-0.1%	-3.7%
CCCCOc1ccc(N2CC(C(=O)NCCc3ccc(OC)c(OC)c3)CC2=O)cc1 (stereo unspecified)	i	-0.6%	0.7%	-0.2%	-0.8%	12.1%	-14.8	13.7	0.2%	-0.3%
O=C1CCCCN1CC(=O)N1CCCC(Nc2ccc(F)cc2)C1 (stereo unspecified)	.	1.0%	8.3%	0.2%	.	11.0%	.	.	0.4%	.
CCNC(=O)Oc1ccc[nH]c1=O	i	-1.1%	0.7%	0.3%	.	1.2%	.	.	0.2%	.
COc1ccc2[nH]cc(C(=O)C(=O)N3CCCCC3)c2c1	.	1.6%	5.1%	0.3%	.	4.5%	.	.	5.4%	.
Cc1cc(N2CC(C)OC(C)C2)nc2ccccc12 (stereo unspecified)	i	-0.9%	5.1%	-1.2%	-1.1%	4.2%	-11.1	-3.8	-1.6%	-7.8%
CN1CCN(CC#CC(C)(O)C2CC3C=CC2C3)CC1 (stereo unspecified)	i	1.2%	-3.4%	0.3%	.	-6.0%	-8.5	-13.1	1.0%	1.1%
CC(=O)Nc1ccc(C=C(C(C)=O)C(C)=O)cc1	i	2.1%	-21.8%	-0.2%	.	18.9%	.	.	-0.9%	.
COc1ccc(C)cc1S(=O)(=O)Nc1cccc(Cl)c1	i	3.5%	0.0%	-0.2%	-1.8%	10.5%	21.3	13.9	0.5%	-1.5%
CCn1c(SCC(=O)NC2CCCc3ccccc32)nnc1-c1cccs1 (stereo unspecified)	i	2.0%	-2.8%	-0.6%	0.1%	-2.9%	32.2	22.9	0.2%	0.4%
CC(=O)Nc1ccc(SCC(=O)N2CCN(S(=O)(=O)c3ccccc3)CC2)cc1	.	0.6%	-3.7%	-0.3%	.	12.6%	.	.	0.1%	.
CCc1cccc(CC)c1NC(=O)COC(=O)c1cccc(-c2ccc(OC(C)=O)cc2)c1	i	4.0%	2.9%	-0.2%	0.1%	9.5%	-9.2	-8.8	4.5%	-5.1%
O=C(CSc1nnc(-c2ccccn2)n1Cc1ccco1)Nc1ccc2c(c1)OCO2	i	-0.1%	-8.4%	-0.9%	0.0%	-4.6%	-10.8	0.9	5.3%	-2.9%
Cc1nn(-c2ccc(F)cc2)c2sc(C(=O)N3CCCCCC3)cc12	i	11.7%	-6.2%	-0.7%	-2.5%	6.8%	20.5	14.0	0.5%	-1.6%
CSC1=NCCN1S(=O)(=O)c1ccc2ccccc2c1	i	2.5%	1.8%	-0.9%	-2.3%	8.5%	-5.9	-9.1	0.1%	-3.1%
CCN1CCN(C(c2cccs2)C(C)NC(=O)C(C)C)CC1 (stereo unspecified)	i	0.1%	-3.4%	0.3%	0.4%	-1.0%	-2.9	-0.1	7.5%	4.4%
O=S(=O)(c1ccc(Cl)c(Cl)c1)c1snnc1-c1ccccc1	i	.	-21.3%	0.4%	-5.9%	1.5%	84.0*	78.3*	1.6%	0.1%
O=C(NC(=S)Nc1cccc(C(F)(F)F)c1)c1csnn1	i	-2.2%	-9.6%	0.5%	-1.4%	5.1%	39.0	32.8	0.0%	-4.2%
Cc1ccnc(NS(=O)(=O)c2ccc(NC(=O)C34CC5CC(C)(CC(C)(C5)C3)C4)cc2)n1	i	2.6%	6.1%	0.4%	-2.7%	14.3%	-4.1	-3.9	0.3%	-17.3%
COCCN(C(=O)CSc1nnc(Nc2ccccc2F)s1)c1c(N)n(Cc2ccccc2)c(=O)[nH]c1=O	i	1.5%	-3.2%	0.1%	-4.2%	0.9%	10.7	1.2	-0.4%	-6.9%
CC(SC1=NCCS1)C(=O)Nc1nnc(-c2ccc(Cl)cc2)s1 (stereo unspecified)	i	2.0%	-2.8%	1.3%	-2.5%	8.7%	32.4	42.7	8.0%	-5.2%
COc1ccc(/C=N/NC(=O)C2C(=O)NCC2c2ccccc2)c(OC)c1 (stereo unspecified)	i	0.8%	-7.2%	0.5%	-2.1%	9.5%	-19.9	16.3	0.0%	1.3%
O=C(O)C1Nc2c(Cl)cc(Cl)cc2C2C=CCC12 (stereo unspecified)	.	1.4%	9.7%	0.1%	.	?	.	.	0.3%	.
N#Cc1nc(COc2ccccc2)oc1N1CCC(Cc2ccccc2)CC1	i	13.3%	3.2%	-0.8%	-0.4%	0.9%	-0.4	2.1	0.5%	-2.8%
COc1ccc(-c2cc(C)no2)cc1S(=O)(=O)NCC(C)c1ccccc1 (stereo unspecified)	.	11.3%	-10.1%	-0.6%	.	15.4%	.	.	-0.4%	.
Cc1ccccc1OC(=O)Cn1c(C(F)(F)F)nc2ccccc21	.	-0.1%	-3.5%	.	-3.0%	4.6%	4.4	-17.9	-0.1%	-2.5%
O=C(O)CSC1c2ccccc2C(=O)N1Cc1ccccc1 (stereo unspecified)	i	0.1%	-0.5%	0.5%	0.8%	1.2%	-5.4	6.8	0.6%	-5.0%
CCN1CCN(c2nc(-c3ccccc3Cl)nc3ccccc23)CC1	.	0.1%	-7.5%	-0.8%	.	5.4%	.	.	1.4%[50 µM]	.
CCN(CC)C(=S)NC(=O)c1ccc(F)cc1	i	-0.2%	0.7%	0.7%	-0.3%	6.7%	10.1	11.6	-0.7%	-1.4%
Cc1cc(C)n2nc(C(=O)OCC(=O)N(C)C3CCCCC3)nc2n1	.	-1.2%	2.9%	.	.	9.9%	.	.	1.2%[50 µM]	.
CC1Oc2ccccc2C=C1/C=N/NC(=O)c1ccncc1 (stereo unspecified)	i	4.6%	-6.9%	-0.5%	.	24.9%	.	.	0.5%	.
C[C@]12C(=O)N(c3ccc(C(F)(F)F)cc3)C(=O)N1[C@@H]1c3ccccc3OC[C@@H]1[C@H]2c1ccccc1	.	5.6%	-12.4%	-1.4%	.	-3.9%	.	.	0.4%	.
COC(=O)c1ccccc1NC(=O)N1CCc2ccc(NC(=O)c3ccccn3)cc2C1	.	4.7%	1.3%	-0.5%	.	7.0%	.	.	0.6%[50 µM]	.
O=C(NCc1ccccc1Cl)c1cccc(OC2CCN(C(=O)C3CC3)CC2)c1	.	1.8%	-4.5%	-0.1%	.	9.1%	.	.	-0.3%	.
CN1CCN(c2ccc([N+](=O)[O-])cc2NC(=O)c2ccccc2)CC1	i	0.9%	-5.6%	1.7%	-1.7%	-0.1%	13.9	-3.7	7.3%	-2.3%
O=C(COc1coc(CN2CCc3ccccc3C2)cc1=O)Nc1ccccc1F	.	0.5%	-5.9%	.	.	12.7%	.	.	0.9%[50 µM]	.
O=C1/C(=C/c2ccc3c(c2)OCO3)Oc2cc(OCC(=O)N3CC(O)C[C@H]3C(=O)O)ccc21 (stereo partly specified)	.	2.6%	-10.1%	0.3%	.	5.9%	.	.	-2.7%	.
Cn1c(=O)[nH]c(=O)c2c1nc(N1CCN(Cc3ccccc3)CC1)n2CCCc1ccccc1	i	-0.9%	-3.5%	-0.1%	-1.3%	3.9%	-16.1	-0.5	1.6%	-4.2%
O=C(NCc1ccccn1)C1CCCN(S(=O)(=O)c2cccc3nsnc23)C1 (stereo unspecified)	i	1.9%	-6.4%	-0.5%	-0.9%	9.6%	3.3	6.7	3.0%	0.9%

(list continues)
SMILES	Yfh1-off respiration	RSV antiviral HEp-2	Dengue-2 NS5 capping	West Nile virus CPE	ER stress rescue	SV40 large T antigen	WT yeast gro inh	WT yeast gro inh mutant strain	K1F lysis inhibition	XIAP displacement
CCC(C)(C)NC(=O)C(c1ccncc1)N(Cc1cccs1)C(=O)Cn1nnc2ccccc21 (stereo unspecified)	i	-0.9%	13.4%	-0.4%	-1.6%	9.6%	-2.0	-0.6	-0.5%	-7.0%
COc1ccc(-c2nnc(SCC(=O)Nc3cc(C)on3)o2)cc1	i	1.1%	0.0%	-1.4%	-0.4%	-4.0%	21.9	7.5	0.3%	-3.4%
COC(=O)CCCc1nc2ccccc2s1	i	-0.1%	-3.5%	-0.1%	-2.6%	10.8%	-1.3	-1.3	0.6%	-4.3%
CC(C)c1ccc(NC(=O)C2CC(=O)Nc3nc4ccccc4n32)cc1 (stereo unspecified)	i	-0.6%	-5.6%	0.0%	.	12.5%	.	.	-0.3%	.
